KCNQ1 block: blocks the human KCNQ1 potassium channel; P51787; CHO-K1 KCNQ1, FluxOR thallium flux fluorescence; hits give high values; B-score at 10 µM; 310,000 tested, 1.3% active; AID 2642;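 active = compounds whose thallium flux B-score, printed positive for inhibition, exceeds three library SD while starting fluorescence stays within three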;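 also: channel opened by potassium depolarization with thallium stimulus after 20 min compound exposure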
TMEM16A inh: inhibitors of mouse TMEM16A calcium-activated chloride channel; normalized B-score (activity score, 25-100; higher = stronger inhibition) at 10 µM; HEK293 TMEM16A/YFP iodide influx fluorescence, ionomycin; 310,000 tested, 1.2% active;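 active = ratio plate-corrected score three or more library SD toward inhibition, starting fluorescence score within five deviations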;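 also: score derived from kinetic fluorescence span divided by baseline fluorescence per well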
RGS4 pot: RGS4 potentiation or activation | HEK293 M3R/inducible RGS4, carbachol calcium flux Fluo4; hits give low values | B-score at 10 µM | 310,000 tested, 0.92% active;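 active = B-score of the integrated calcium signal more than 4 SD below the library mean, with starting fluorescence not abnormally high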;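 also: negative B-score means reduced calcium response which marks RGS4 activation or potentiation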
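Material: Inducible-RGS4 HEK293 cells carrying M3 receptor; also added: carbachol at ECmax as muscarinic agonist stimulus; incubation: compound preincubation 20 min at room temperature before agonist; signal: Fluo4-AM (2 µM) calcium-flux fluorescence, kinetic read; measure: integrated calcium ratio converted to B score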
HDAC3 inh: blocks human histone deacetylase 3; inhibition, % at 8.3 µM; O15379; AID 2718; recombinant HDAC3, fluorogenic peptide/trypsin coupled, fluorescence; 320,000 tested, 0.15% active; in the data active = inhibition above about 26%, passing the limit was not always enough
SKKanGAS inh: inhibitors of SKKanGAS S. pyogenes growth in kanamycin (SK-promoter or general growth effect); AID 1662; BacTiter-Glo, 6 h; inhibition, % at 7.5 µM; 300,000 tested, 1.3% active;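 active = mean replicate score, as percent of positive control median, at least 50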;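 also: strain carries kanamycin resistance gene driven by streptokinase promoter and grows in 40 µg/ml kanamycin; loss of luminescence reflects streptokinase promoter inhibition or plain growth inhibition; 0% = median of DMSO wells and 100% = positive control at its reference dose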
RGS4 inh: human RGS4 inhibition; P49798; B-score at 10 µM; HEK293 M3R/RGS4 inducible, Fluo-4 calcium flux; hits give high values; triggered by carbachol at its EC20; 310,000 tested, 0.45% active;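 active = B-score, a plate-corrected calcium signal, over three deviations above library mean, with baseline fluorescence within five deviations of library mean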;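 also: RGS4 expression induced by doxycycline in cells with stable M3 receptor; B-score is computed from the integrated fluorescence ratio over baseline after carbachol; higher B-score means a larger calcium signal and so more RGS4 inhibition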
Target sequence (P49798 whole entry, looked up): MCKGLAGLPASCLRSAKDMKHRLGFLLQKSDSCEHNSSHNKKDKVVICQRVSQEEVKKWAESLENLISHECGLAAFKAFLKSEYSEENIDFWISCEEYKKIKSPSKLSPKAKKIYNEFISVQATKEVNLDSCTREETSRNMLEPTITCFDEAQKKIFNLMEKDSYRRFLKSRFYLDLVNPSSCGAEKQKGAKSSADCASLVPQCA
ANO1 activ: activators or potentiators of mouse TMEM16A chloride channel. HEK293 TMEM16A/YFP-H148Q/I152L, iodide quench fluorescence; hits give low values. 340,000 tested, 0.3% active. Q8BHY3. B-score at 10 µM. AID 623877;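 active = fluorescence-ratio B-score plate-corrected deviation score at least 3 library SD below zero, with starting fluorescence score within 5 deviations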;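 also: channel opened by trigger with iodide after compound preincubation; score built on the fluorescence ratio of max minus min over baseline; more negative score means more quench and so TMEM16A activation or potentiation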
hERG rescue: hERG (human) protection from proarrhythmic block; CHO-hERG, FluxOR thallium flux, dofetilide IC70 present; activation (rescue from dofetilide block), less the hit threshold, % at 10 µM; 310,000 tested, 0.51% active; AID 1511;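 active = activation above the mean of controls blocked by dofetilide plus 5 SD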;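 also: thallium influx through hERG after potassium depolarization seen as dye fluorescence rise; in these data hits start at about 4.7%; inactives centre near -7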
KCNK3 block: human KCNK3 channel inhibition, primary screen | O14649 | CHO-KCNK3 thallium flux, FluxOR fluorescence; hits give low values | B-score at 10 µM | 340,000 tested, 0.84% active;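 active = B-score under library mean minus 4 SD, starting fluorescence ratio at most library mean plus 5 SD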;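 also: more negative B-score means stronger inhibition of thallium flux through KCNK3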
Target sequence (O14649 whole entry, looked up): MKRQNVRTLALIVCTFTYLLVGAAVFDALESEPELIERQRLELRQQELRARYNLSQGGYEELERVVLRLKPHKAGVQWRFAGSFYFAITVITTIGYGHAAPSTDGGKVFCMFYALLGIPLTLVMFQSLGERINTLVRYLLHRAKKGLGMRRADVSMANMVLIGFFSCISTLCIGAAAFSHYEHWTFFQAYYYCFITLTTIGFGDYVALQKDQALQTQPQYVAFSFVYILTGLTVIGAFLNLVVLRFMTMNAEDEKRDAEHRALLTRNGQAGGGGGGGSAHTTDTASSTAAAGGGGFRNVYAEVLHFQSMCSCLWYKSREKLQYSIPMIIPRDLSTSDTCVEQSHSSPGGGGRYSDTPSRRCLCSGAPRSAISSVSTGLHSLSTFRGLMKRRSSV
KCNQ1 pot: potentiates or activates the human KCNQ1 potassium channel. 310,000 tested, 0.35% active. CHO-K1 KCNQ1, thallium flux FluxOR fluorescence; hits give high values. B-score at 10 µM. AID 2648;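 active = fluorescence ratio B-score, a plate-corrected score, at least three library SD, with initial intensity B-score within 5 SD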
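Test system: CHO-K1 cells stably expressing KCNQ1 / Medium: assay buffer / Also added: depolarizing K+/Tl+ stimulus, K2SO4 and Tl2SO4 each 12.5 mM in 5x stock / Incubation: 90 min dye loading and 20 min compound exposure, both at room temperature / Signal: thallium influx via FluxOR fluorescence, kinetic imaging / Evaluation: B score of baseline-normalized fluorescence ratio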
KCNK9 block: blocks the human KCNK9 two-pore domain potassium channel; HEK293 KCNK9, FluxOR thallium flux fluorescence; hits give low values; AID 488922; Q9NPC2; 310,000 tested, 1.2% active; B-score at 10 µM;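 active = ratio B-score over 3 SD below the library mean, with starting fluorescence within 5 SD of its mean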;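 also: negative B-score means less thallium flux so channel inhibition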
Target sequence (Q9NPC2 whole entry, looked up, the tested form may be a part): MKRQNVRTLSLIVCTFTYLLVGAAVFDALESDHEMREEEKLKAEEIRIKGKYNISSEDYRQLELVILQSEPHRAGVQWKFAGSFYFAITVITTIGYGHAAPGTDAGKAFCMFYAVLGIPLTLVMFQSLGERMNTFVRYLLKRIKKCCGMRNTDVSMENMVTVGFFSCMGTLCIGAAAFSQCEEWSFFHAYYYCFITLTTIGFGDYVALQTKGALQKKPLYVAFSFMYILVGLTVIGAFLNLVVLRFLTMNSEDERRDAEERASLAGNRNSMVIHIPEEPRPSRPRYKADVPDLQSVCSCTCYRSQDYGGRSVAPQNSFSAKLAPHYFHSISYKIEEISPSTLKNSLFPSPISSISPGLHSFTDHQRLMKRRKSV
The depositor's hits bear a star; i = inactive; x = not tested or not shown.

SMILES	KCNQ1 block	TMEM16A inh	RGS4 pot	HDAC3 inh	SKKanGAS inh	RGS4 inh	ANO1 activ	hERG rescue	KCNK3 block	KCNQ1 pot	KCNK9 block
COc1ccc(C(C)C)cc1S(=O)(=O)NCCCn1ccnc1	i	i	i	0	5	i	i	-10	i	i	i
O=C(COc1ccc(-c2nnco2)cc1)Nc1ccc(C(F)(F)F)cc1	i	i	i	0	-4	i	i	-16	i	i	i
CCc1noc(C)c1C(=O)N(CC)CC(=O)Nc1ccccc1C(F)(F)F	i	i	i	3	-2	i	i	-14	i	i	i
CC(C)OC(=O)CSc1nnc(-c2ccc(Cl)cc2)n1N	i	i	i	-3	8	i	i	-5	i	i	i
CCCCn1c(CNC(=O)CCC)nc2ccccc21	i	i	i	-4	-4	i	i	-5	i	i	i
O=C(O)CSCCC(=O)Nc1ccc(F)cc1	i	i	i	4	5	i	i	-3	i	i	i
COc1ccc(Cc2noc(CN(C)CCc3ccccc3)n2)cc1OC	i	i	i	1	-5	i	i	-14	i	i	i
COC(=O)CC1SC(=O)NC1=Nc1ccc(C)cc1 (stereo not given)	i	i	i	4	-1	i	i	-1	i	i	i
Cc1onc(-c2ccccc2)c1C(=O)NCc1cccs1	i	i	i	-4	-1	i	i	-6	i	i	i
CSc1oc(-c2ccco2)nc1S(=O)(=O)c1ccc(C)cc1	i	i	i	3	-2	i	i	-7	i	i	i
CCOC(=O)Nc1nc(-c2ccccc2)c(C(=O)c2ccc(Cl)cc2)s1	7*	i	i	0	36	i	i	-12	-8.7*	i	-15*
COc1ccc2cc(C#N)c(SCC(=O)Nc3nonc3C)nc2c1	i	i	i	-1	0	i	i	-7	i	i	i
COc1ccc(-c2csc3ncn(-c4ccccc4)c(=O)c23)cc1OC	i	i	i	9	-1	i	i	-2	i	i	i
CCCN1/C(=C2/SC(=S)N(CC)C2=O)C=Cc2ccccc21	i	i	i	3	16	i	i	-4	i	i	i
O=C(NC1CCCC1)C(=O)N(Cc1cccnc1)C(C(=O)NCc1ccco1)c1ccccc1F (stereo not given)	i	i	i	2	-8	i	i	-13	i	i	i
COc1ccc(CCNC(=O)c2cccc([N+](=O)[O-])c2)cc1OC	i	i	i	3	1	i	i	-9	i	i	i
CCc1ccc(C2=NN(CCC(=O)NCC3CCCO3)C(=O)CC2)cc1 (stereo not given)	i	i	i	4	-4	i	i	-6	i	i	i
C=CCC(C=C)S(=O)(=O)c1ccc(C)cc1 (stereo not given)	i	i	i	3	-2	i	i	-12	i	i	i
Cc1ccc(S(=O)(=O)Nc2c(C)nn(C)c2C)cc1	i	i	i	-2	-4	i	i	-4	i	i	i
CC(=O)Nc1cccc(OC(=O)c2ccoc2C)c1	i	i	i	1	-3	i	i	0	i	i	i
C=CCc1ccc(OCCCCN2CC(C)OC(C)C2)c(OC)c1 (stereo not given)	i	i	i	5	1	i	i	4.9*	i	i	i
Cc1ccsc1C(=O)NNC(=O)COc1ccccc1Cl	i	i	i	1	1	i	i	-15	i	i	i
CCCN(CC(=O)Nc1cc(C)on1)S(=O)(=O)c1cccc(C(F)(F)F)c1	i	i	i	0	2	i	i	0	i	i	i
Cc1ccc(NC(=O)c2ccc(NCc3ccco3)c([N+](=O)[O-])c2)cc1Cl	i	i	i	2	5	i	i	-7	i	i	i
CC1=Nc2ccccc2NC(=O)C1Sc1nnc(C)s1 (stereo not given)	i	i	i	1	-7	i	i	-5	i	i	i
Cc1ccc(NC(=O)C2CC(O)CN2C(=O)OCc2ccccc2)c(C)c1 (stereo not given)	i	i	i	1	1	i	i	-6	i	i	i
Cc1ccc(-c2nnc(N3CCCCC3)c3ccccc23)cc1	i	i	i	12	-1	i	i	-12	i	i	i
Cc1cc(C)c(OCC(=O)Nc2cccc(O)c2)cc1C	i	i	i	7	-28	i	i	-15	i	i	i
COCCNC(=S)N(Cc1cccs1)Cc1cc2cccc(C)c2[nH]c1=O	i	i	i	0	-1	i	i	-8	i	i	i
CC[C@H](C)[C@@H](C(=O)N1CCNCC1)n1cc([C@@H](N)Cc2ccc(O)cc2)nn1	i	i	i	-6	2	i	i	-8	i	i	i
CC(C)N(Cc1ccccc1)C(=O)c1ccc2nsnc2c1	i	i	i	0	-3	i	i	-6	i	i	i
CCCn1c(NCc2ccc(N(C)C)cc2)nc2ccccc21	i	i	i	2	2	i	i	-11	i	i	i
O=C(NNC(=O)c1ccc2ccccc2c1O)c1ccccc1Cl	i	i	i	0	23	i	i	-11	i	i	i
Nc1cc(N)nc(SCC(=O)N2CCN(C(=O)c3ccco3)CC2)n1	i	i	i	-2	-15	i	i	-4	i	i	i
Cc1cc(=O)[nH]c(N/N=C/C2=C(N3CCOCC3)C(=C\c3ccc(Cl)cc3)/CC2)n1	i	i	i	5	0	i	i	-4	i	i	i
O=C(CCC1CCN(C(=O)c2ccco2)CC1)NCc1ccc(F)cc1	i	i	i	5	23	i	i	-8	i	i	i
O=C(OC(c1ccccc1)c1nccc2ccccc12)c1cccc([N+](=O)[O-])c1 (stereo not given)	7*	i	i	x	1	i	i	-12	i	i	-13*
C=CCN=Cc1c(C)[nH]n(-c2ccccc2)c1=O	i	i	i	1	-4	i	i	-4	i	i	i
COc1cc(NC(=O)c2ccc3c(c2)OCO3)c2ncccc2c1	i	i	i	-1	4	i	i	-2	i	i	i
O=C(Nc1cc([N+](=O)[O-])ccc1C(=O)Nc1cccnc1)c1ccccc1	i	i	i	7	-1	i	i	-1	i	i	i
O=P(O)(CCc1ccccc1)C(O)c1ccccc1 (stereo not given)	i	i	i	-4	-1	i	i	-7	i	i	i
O=S1(=O)c2ccccc2Nc2ccccc21	i	i	i	-1	-4	i	i	-8	i	i	i
NC(=O)c1sc2nccc(Nc3ccccc3)c2c1N	i	i	i	-4	-6	i	i	-18	i	i	i
Cc1ccc(S(=O)(=O)c2nc(S(=O)(=O)CCO)sc2N2CCOCC2)cc1	i	i	i	-6	3	i	i	-8	i	i	i
CC1=C(C#N)C(c2cccnc2)C2=C(CC(C)(C)CC2=O)N1 (stereo not given)	i	i	i	-21	6	i	i	-5	i	i	i
COC(=O)c1cc2n3ccccc3c(C)c(-c3ccccc3)c-2c1C(=O)OC	i	i	i	7	-3	i	i	-16	i	i	i
COc1cccc(CNC(=O)CCS(=O)(=O)c2cc3c(cc2C)NC(=O)CO3)c1	i	i	i	0	-3	i	i	-10	i	i	i
O=C(Nc1ccc(S(=O)(=O)N2CCCCC2)cc1)C1CC1	i	i	i	-3	0	i	i	-7	i	i	i
C/C(=N\NC(=O)COc1ccc2ccccc2c1)c1cccs1	i	i	i	2	2	i	i	-4	i	i	i
CCS(=O)(=O)Nc1ccc(-c2ccc(NS(=O)(=O)CC)c(OC)c2)cc1OC	i	i	i	0	-10	i	i	-7	i	i	i

Some of the entries above, set out differently.
Values in the order – KCNQ1 block, TMEM16A inh, RGS4 pot, HDAC3 inh, SKKanGAS inh, RGS4 inh, ANO1 activ, hERG rescue, KCNK3 block, KCNQ1 pot, KCNK9 block
Cc1ccc(S(=O)(=O)c2nc(S(=O)(=O)CCO)sc2N2CCOCC2)cc1
    i, i, i, -6, 3, i, i, -8, i, i, i
CC1=C(C#N)C(c2cccnc2)C2=C(CC(C)(C)CC2=O)N1 (stereo not given)
    i, i, i, -21, 6, i, i, -5, i, i, i

The listing continues:
SMILES	KCNQ1 block	TMEM16A inh	RGS4 pot	HDAC3 inh	SKKanGAS inh	RGS4 inh	ANO1 activ	hERG rescue	KCNK3 block	KCNQ1 pot	KCNK9 block
COc1cc2[nH]c(=S)nc(NCc3ccc(Cl)cc3)c2cc1OC	i	i	i	1	5	i	i	-5	i	i	i
Cc1ccc(CCNC(=O)c2cccc(N3CCCC3=O)c2)cc1	i	i	i	-16	0	i	i	-9	i	i	i
CNc1nc(SC)nc(N(C)C#N)n1	i	i	i	3	5	i	i	-3	i	i	i
CCNc1ccc(C(=O)OCC(=O)NC(=O)NCC(C)C)cc1[N+](=O)[O-]	i	i	i	-4	17	i	i	-12	i	i	i
O=C(NCCOc1ccccc1)C1CCC(=O)N(CCCN2CCCC2=O)C1 (stereo not given)	i	i	i	-7	1	i	i	-2	i	i	i
COc1cc(NC(=O)c2ccco2)c(OC)cc1NC(=O)CSc1nnc(-c2cccs2)n1C	i	i	i	1	7	i	i	-17	i	i	i
CCCCn1c(N)c(N(CC(C)C)C(=O)c2oc3ccc(Br)cc3c2C)c(=O)[nH]c1=O	i	i	i	-1	5	i	i	-10	i	i	i
Cc1ccc(C(=O)c2ccccc2C(=O)O)cc1C	i	i	i	7	12	i	i	1	i	i	i
Cc1ccc(CCNC(=O)CSCc2ccc(F)cc2)cc1	i	i	i	-2	-5	i	i	-4	i	i	i
CCOc1ccccc1OCCCC(=O)Nc1ccc(OC)nc1	i	i	i	-4	-4	i	i	-3	i	i	i
O=C(CSc1nnc(-c2ccncc2)n1CC1CCCO1)Nc1nccs1 (stereo not given)	i	i	i	2	-1	i	i	-10	i	i	i
COCc1nc(-c2cc(Br)ccc2OC)no1	i	i	i	4	-2	i	i	-1	i	i	i
CCNc1nc(NCc2ccccc2)nc(SCC(=O)Nc2ccccc2)n1	i	i	i	10	5	i	i	-12	i	i	i
COc1ccccc1NC(=O)c1cc2ccccc2o/c1=N\O	i	i	i	3	-7	11*	i	-13	i	i	i
CCc1nn(CC(=O)NCCCN2CCOCC2)c(=O)c2cc3sccc3n12	i	i	i	-3	7	i	i	-8	i	i	i
CC(=O)c1ccc(N2CCN(C(=O)c3ccc(NC(=O)C4CCCO4)cc3)CC2)cc1 (stereo not given)	i	i	i	5	3	i	i	-5	i	i	i
COc1ccc(NS(=O)(=O)c2cc(NC(=O)/C=C/c3cc(OC)c(OC)c(OC)c3)ccc2N2CCCCC2)cc1	i	i	i	-15	5	i	i	-4	i	i	i
CC1CCCCC1NC(=O)CSc1nnc(-c2ccncc2)n1CCCN(C)C (stereo not given)	i	i	i	-4	5	i	i	-4	i	i	i
COc1cccc(NC(=O)N2CCC(C(N)=O)(N3CCCCC3)CC2)c1	i	i	i	4	4	i	i	-4	i	i	i
COc1cccc(CN(C)C(=O)c2cccc(OCc3ccccc3)c2)c1	i	i	i	-10	-11	i	i	-8	i	i	i
N=C1C(=O)OCC1c1cc(Cl)ccc1NC(=O)Nc1ccccc1 (stereo not given)	i	i	i	-3	-1	i	i	3	i	i	i
